Peg3 promoter: Peg3 promoter-driven luciferase inhibitors, primary screen, cell-based, HeLa, luciferase luminescence. HeLa PEG-Prom luciferase reporter, overnight. inhibition, % at 20 µM. 360,000 tested, 1.7% active. AID 588405, 2011;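 active means inhibition of at least 50% at 20 µM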
CF NFkB inh: inhibitors of PAF-induced NF-kB signaling, primary screen, cell-based, GFP fluorescence, uHTS; 360,000 tested, 0.86% active; KKLEB NF-kB-GFP reporter, GFP fluorescence overnight; inhibition, % at 5 µM;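 active means at least 50% inhibition at 5 µM, scaled per plate between neutral and stimulator controls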;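 further: PAF is a Pseudomonas aeruginosa culture filtrate used as stimulus; plate controls were PAF-stimulated DMSO wells for no effect and unstimulated DMSO wells for full effect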
NR2E3 ag-1: inhibitors of NR2E3-RetCOR corepressor binding, primary screen, NR2E3 agonist project, biochemical, TR-FRET, GST-NR2E3, biotin-RetCOR | inhibition of corepressor binding, % at 4.78 µM | 1536-well | AID 2300, 2010 | Photoreceptor-specific nuclear receptor (Homo sapiens), Q9Y5X4 | 320,000 tested, 0.12% active;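 active means percent inhibition above the cutoff of mean plus 3 SD of all tested compounds, set per screening campaign, cut at about 20% in these data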;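 further: 0% = DMSO wells and 100% = biotin wells as full block of FRET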
Target sequence (Q9Y5X4 whole entry, looked up): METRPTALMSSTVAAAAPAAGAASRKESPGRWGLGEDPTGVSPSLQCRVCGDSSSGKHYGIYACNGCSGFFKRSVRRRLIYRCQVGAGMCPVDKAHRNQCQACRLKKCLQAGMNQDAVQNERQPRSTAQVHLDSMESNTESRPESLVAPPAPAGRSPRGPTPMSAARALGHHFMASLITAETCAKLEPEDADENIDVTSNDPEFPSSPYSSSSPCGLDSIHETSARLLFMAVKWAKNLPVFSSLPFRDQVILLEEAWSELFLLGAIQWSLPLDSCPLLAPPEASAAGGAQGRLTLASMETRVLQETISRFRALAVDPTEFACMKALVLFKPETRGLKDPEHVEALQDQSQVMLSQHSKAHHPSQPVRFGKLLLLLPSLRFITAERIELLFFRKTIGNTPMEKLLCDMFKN
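Test system – NR2E3–RetCOR corepressor complex · Quantity – NR2E3 fusion 1.35 nM · Buffer or medium – Tris pH 7.5 · Incubation – Compound–protein incubation for 5 h at 4 °C · Technique – TR-FRET, Eu(K)-anti-GST donor, streptavidin-D2 acceptor, ex 340, em 617/671 nm · Evaluation – percent inhibition of 671/617 nm emission ratio versus biotin and DMSO controls · Plate – 1536-well format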
iPSC survival up: enhancers of single-cell hiPSC survival, primary screen, ATPlite luminescence; 100% = ROCK inhibitor wells, 0% = DMSO; survival enhancement, % at 20 µM; 360,000 tested, 0.044% active; AID 602274, 2012; in the data active means survival enhancement above about 18%;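 further: cells exposed to compounds for 16 hours before the ATP read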
HIF-2a block: HIF-2a reporter inhibitors, primary screen, luminescence, 786-0 RCC cells; 786-0 RCC cells HIF-2a reporter, luciferase luminescence, overnight; inhibition, % at 18.8 µM; AID 624352, 2012; 360,000 tested, 0.72% active;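 active means inhibition of the luminescence signal of 40% or more relative to plate controls, in a single-dose primary screen at 18.75 µM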
TRAIL sens C8: viability loss with TRAIL in NB7+C8 cells, primary screen, TRAIL sensitizer project, cell-based, ATPlite luminescence; AID 624354, 2012; 360,000 tested, 1% active; inhibition (viability loss, TRAIL sensitization), % at 10 µM;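 active means compounds causing at least 50% loss of cell viability in the single-dose screen, relative to plate controls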
Shn3 inh set2: reduction of Shn3 3'UTR firefly luciferase signal, primary screen, Schnurri-3 inhibitor project, cell-based, Clone20 osteoblasts, set 2. 360,000 tested, 0.52% active. inhibition, % at 12.5 µM. Clone20 osteoblast Shn3 3'UTR firefly luciferase, 24 h. AID 588674, 2011;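 active means mean inhibition of at least 75% with every replicate also reaching 75%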;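 further: 0% = median of neutral control wells and 100% = pilot-screen positive control compound; some compounds past the cut are filed as inactive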
NR2E3 ag-2: NR2E3 agonists in two-hybrid cells, primary screen, cell-based, luminescence, CHO-S, Gal4-NCOR/VP16-NR2E3 | luciferase | inhibition of corepressor binding, % at 3.98 µM | 360,000 tested, 0.35% active | AID 602229, 2012;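 active means inhibition above the mean of all tested compounds plus 3 SD, cut at about 70% in these data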;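 further: 0% = DMSO with NR2E3 transfected cells and 100% = cells lacking NR2E3 construct; higher means lower luciferase signal from less NR2E3 corepressor binding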
MITF TRPM1 inh: inhibitors of MITF-dependent TRPM1 promoter reporter, primary screen, cell-based, SK-MEL-5, single point, luciferase; SK-MEL-5 TRPM1 promoter luciferase, 24 h; inhibition, % at 12.5 µM; 330,000 tested, 0.83% active; AID 488899, 2010;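 active means mean inhibition across replicates of 60% or more, whatever share of single replicates reaches that level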; further: values of inactives mirror those of a sister screen read the other way
KKLEB tox: cytotoxicity in KKLEB CF airway cells, primary screen, cytotoxicity control for CF NF-kB inhibitor project, cell-based, uHTS, fluorescence assay plates; KKLEB CF airway cells viability, ATPlite luminescence, overnight; stronger effect = lower value; cells stimulated with P. aeruginosa culture filtrate; activity change (cytotoxicity), % at 5 µM; 360,000 tested, 0.36% active; AID 602141, 2011;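 active means corrected activity change at or below -50% at 5 µM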
EBV LMP1 NFkB: EBV LMP1-driven NF-kappaB luciferase reporter inhibitors, primary screen, cell-based, luminescence, single point; LMP1-induced NF-kappaB luciferase reporter cells; inhibition, % at 12.5 µM; 350,000 tested, 0.69% active; in the data active means inhibition above about 41%;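 further: 0% = neutral control wells and 100% = reference inhibitor control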
Active calls of the source: *; . = not tested or not shown.

SMILES	Peg3 promoter	CF NFkB inh	NR2E3 ag-1	iPSC survival up	HIF-2a block	TRAIL sens C8	Shn3 inh set2	NR2E3 ag-2	MITF TRPM1 inh	KKLEB tox	EBV LMP1 NFkB
Cc1ccc(C)n1-c1nn(S(=O)(=O)c2ccccc2)c2cccc(F)c12	48	3	-4	0.8	36	-8	24	29	.	-7	.
COc1ccc(N2CC(O)=C(c3nc(-c4ccccc4)cs3)C2=N)cc1	3	4	-27	0.6	-7	-6	7	7	14	2	-16
Cc1ccc(-c2nc(CN3CCCC(C(=O)N4CCOCC4)C3)c(C)o2)cc1 (stereo unspecified)	-20	6	1	0.0	-30	2	-3	-5	4	2	-11
CN1CCN(c2ncnc3c2ncn3[C@H]2CN(Cc3ccc(-c4ccccc4)cc3)C[C@@H](CO)O2)CC1	28	9	.	-0.9	-1	19	18	-37	.	-8	.
O=C(O)COc1ccc(Cl)cc1C1CCCCC1	17	3	.	-1.4	8	-2	-8	16	7	21	1
Cc1sc(NC(=O)CCC(=O)O)c(C(N)=O)c1-c1ccccc1	-10	8	3	1.4	0	1	5	-29	-6	8	0
Cc1ccc(NC(=O)COC(=O)c2ccc(S(=O)(=O)N3CCCCC3)cc2)cc1	-3	9	6	-1.2	12	1	1	-15	8	13	6
COc1cc2ncnc(NCc3cccc(Cl)c3)c2cc1OC	14	26	0	-0.1	24	1	-3	2	1	-12	29
[O-][n+]1ccc(OCc2ccccc2)cc1	13	-7	2	-0.3	15	6	-1	-20	0	-8	-3
Cc1c(CN2CCCC(C(=O)c3cccc(OC(C)C)c3)C2)c(=O)n(-c2ccccc2)n1C (stereo unspecified)	16	-38	3	-0.3	7	-5	7	26	4	10	-12
CSc1ccccc1OCc1cc(C(=O)NC2CCc3ccccc32)no1 (stereo unspecified)	0	5	-1	-0.5	-1	-4	29	-4	19	-9	-9
Cc1cccc(-n2c(-c3ccncc3)n[nH]c2=S)c1	18	0	-3	-4.7	8	-6	-4	-1	-3	2	-4
O=C(COc1ccc(F)cc1)NC1CC1	6	-9	-2	1.1	-1	-10	-16	-9	-8	-5	-3
Cc1ccc(C)c(NC(=O)COC(=O)c2ccc3ccccc3n2)c1	1	10	1	-2.8	7	0	9	20	4	-12	-2
O=C(Nc1nnc(Cc2ccc(F)cc2)s1)Nc1ccccc1F	-17	26	6	1.3	-26	-5	-21	-2	-18	0	-7
Nc1c(C(=O)CSc2nc3ccccc3o2)c(=O)[nH]c(=O)n1C1CC1	-110	1	4	-0.3	-150	25	-23	-24	-48	-9	9
Cc1ccc2c(c1)N(CC(=O)N1CCCc3ccccc31)C(=O)C(C)O2 (stereo unspecified)	3	7	-2	3.6	-30	-4	22	12	5	1	8
Nc1nonc1-c1noc(N2CCCCC2)n1	-126	-4	1	0.9	-172	16	-1	-117	-25	17	2
CCc1cccc(OCCn2nc(C(=O)O)c3ccccc3c2=O)c1	18	-2	-2	1.7	19	4	-18	8	-15	-9	6
COc1ccc(-c2nnn(Cc3nn[nH]n3)n2)cc1OC	7	12	3	2.3	20	-5	13	9	11	-22	-11
COC(=O)CCC(=O)NNC(=O)C1CC1(c1ccccc1)c1ccccc1 (stereo unspecified)	6	8	-4	-0.6	23	-12	-8	2	-5	-2	-3
COc1cc(C(=O)Nc2ccncc2)cc(OC)c1OC	11	14	-3	-0.4	5	-10	-22	-14	1	1	2
CN(C)c1ncnc2c1nnn2C1OC(CO)C(O)C1O (stereo unspecified)	37	12	.	-4.5	7	48	-31	89*	.	-10	-64
COc1cccc(NC(=O)C2CCN(C(=O)[C@@H]3Cc4ccccc4CN3)CC2)c1	-25	2	2	0.3	-27	-17	-13	-22	-8	-1	-6
COCCNC(=O)CN(Cc1ccccc1)S(=O)(=O)c1ccc2nc(C)sc2c1	15	-22	-1	-0.3	19	-23	-9	11	-6	6	0
Cc1ccc(S(=O)(=O)N2CCCC(C(=O)Nc3ccc(C(=O)O)cc3)C2)cc1Cl (stereo unspecified)	0	10	0	1.3	17	-5	8	-15	-19	-19	1
N/C(Cc1ccc(Cl)c(Cl)c1)=N\OC(=O)c1ccc(Br)o1	4	-5	-1	-0.5	-7	5	-17	-26	-2	10	-4
CCN(CC)C(=O)CSc1nc2sc3c(c2c(=O)n1CCOC)CCC3	13	2	0	1.3	12	6	10	11	3	0	10
CCC12CN3CCN(CC(C3)/C1=N\NC(=O)Nc1ccccc1)C2	7	2	-4	2.0	16	5	6	-34	-8	-12	-2
CC(=O)c1cccc(S(=O)(=O)Nc2cc(C(F)(F)F)ccc2N2CCOCC2)c1	2	1	0	0.2	2	10	11	-20	1	-12	0
Cc1cc(C)cc(NC(=O)C2CCCN2/C=C/C(=O)C(F)(F)F)c1 (stereo unspecified)	-20	11	-3	2.3	10	0	1	-20	-3	3	2
CCOC(=O)c1c(CN(C)C)n(-c2ccccc2)c2cc(Br)c(O)cc12	12	19	1	2.0	20	5	-6	-3	12	-4	-5
O=C(Nc1c[nH]c(=O)[nH]c1=O)OCc1ccccc1	-21	-9	.	2.0	-49	0	-6	3	1	8	2
Cc1cc(C)c(C)c(S(=O)(=O)N2CCN(C(=O)c3ccccn3)CC2)c1C	-7	2	-6	-0.3	19	9	-5	-15	5	-4	-1
c1ccc2c(c1)COC(CNC1CCCCC1)OC2	-34	5	1	-0.2	-34	4	-18	15	2	-18	-2
CC1CCCCC1NC(=O)CSCC(=O)O (stereo unspecified)	-2	6	5	3.9	3	-4	3	5	5	-3	-11
O=C(CCn1nc(-c2ccc(Cl)cc2)ccc1=O)NCc1cccnc1	12	-3	2	-0.1	4	-5	-3	-10	-3	0	-8
CCOC(=O)c1c(C)nc2c(c1-c1cc(OC)ccc1OC)C(=O)c1ccccc1-2	17	-7	-3	-1.2	4	68*	-4	7	19	4	3
CCN(CC)S(=O)(=O)c1ccc2c(c1)N(CC(=O)NCCc1ccc(S(N)(=O)=O)cc1)C(=O)CO2	11	-13	3	0.0	14	-10	-14	-24	-14	13	6
O=C(CCNC(=O)C1CCN(S(=O)(=O)c2ccccc2)CC1)NCc1ccc(Cl)cc1Cl	24	-7	-4	0.1	13	-13	-17	7	3	0	-3

Reprinted at random: 3 entries already listed.
SMILES	Peg3 promoter	CF NFkB inh	NR2E3 ag-1	iPSC survival up	HIF-2a block	TRAIL sens C8	Shn3 inh set2	NR2E3 ag-2	MITF TRPM1 inh	KKLEB tox	EBV LMP1 NFkB
O=C(CCNC(=O)C1CCN(S(=O)(=O)c2ccccc2)CC1)NCc1ccc(Cl)cc1Cl	24	-7	-4	0.1	13	-13	-17	7	3	0	-3
Cc1cc(C)c(C)c(S(=O)(=O)N2CCN(C(=O)c3ccccn3)CC2)c1C	-7	2	-6	-0.3	19	9	-5	-15	5	-4	-1
CCN(CC)S(=O)(=O)c1ccc2c(c1)N(CC(=O)NCCc1ccc(S(N)(=O)=O)cc1)C(=O)CO2	11	-13	3	0.0	14	-10	-14	-24	-14	13	6

Following part.
SMILES	Peg3 promoter	CF NFkB inh	NR2E3 ag-1	iPSC survival up	HIF-2a block	TRAIL sens C8	Shn3 inh set2	NR2E3 ag-2	MITF TRPM1 inh	KKLEB tox	EBV LMP1 NFkB
Cc1ccc(C(=O)CSc2nnc(-c3ccccc3N)n2C)cc1C	-24	11	-1	-0.2	-88	11	0	2	-7	3	3
COc1ccc(C(=O)C(Sc2nnc(C)c(=O)[nH]2)c2ccc(OC)cc2)cc1 (stereo unspecified)	12	-5	0	-0.7	3	0	-3	17	10	6	-4
O=c1c2ccccc2oc2nc(C3CCCCC3)n(Cc3ccco3)c(=O)c12	10	3	-1	0.8	15	2	-4	-43	-6	-5	2
CCC(=O)c1ccc(OCC(=O)Nc2ccc(N3CCOCC3)cc2N2CCOCC2)cc1	12	10	2	0.2	16	-2	4	-14	-6	-19	-3
O=C1CCC(C(=O)NCc2ccc3c(c2)OCO3)N1 (stereo unspecified)	6	5	0	-0.5	11	-11	-14	4	7	-3	3
CCOC(=O)c1cc(-c2ccc(OC)cc2OC)nn1-c1ccc(C(=O)O)cc1	7	7	-2	1.4	-3	-7	-7	-19	5	10	-4
CN(CCOc1ccc(Cl)cc1)C(=O)CN1C(=O)NC2(CCCCC2)C1=O	-2	15	2	-0.2	-4	0	12	19	11	-1	4
C=C1CCC[C@]2(C)C[C@H]3OC(=O)C(CNC(C)(CO)CO)[C@H]3CC12 (stereo partly specified)	-38	75*	2	-0.6	19	8	-60	3	42	-18	14
COc1ccccc1CCNC(=O)c1cccc(S(=O)(=O)NCc2ccccc2)c1	10	23	2	-0.4	8	6	3	21	13	1	0
COc1ccc(CNC(=O)c2ccc(NC(=O)CC3SC(N4CCCC4)=NC3=O)cc2)cc1 (stereo unspecified)	12	-3	0	-6.6	7	-18	18	8	0	1	3
CC1=C(C(=O)N2CCOCC2)CC(CC(=O)NCCc2ccccn2)C(=O)N1Cc1ccc(F)cc1 (stereo unspecified)	-4	5	.	0.5	-1	-24	-25	-31	.	3	-4
Oc1ccccc1-c1cc(-c2ccc3c(c2)OCCO3)n[nH]1	-143	3	0	-3.3	-167	53*	-3	-223	-2	6	-12
O=C(Nc1ccc(Cl)cn1)Nc1ccccc1F	-130	-4	3	-0.7	-130	-5	-44	-41	-37	2	-48
Cc1cc(OC(C)C(=O)NCC2CCCO2)cc(C)c1Cl (stereo unspecified)	4	12	1	-0.4	13	-13	14	-21	1	-23	1
Cc1cc(C)c(NC(=O)CNC(=O)COC(=O)C2CCN(c3ccc(C(F)(F)F)cn3)CC2)c(C)c1	-30	-7	-1	0.9	8	-8	10	-35	7	-9	-4
CCc1cccc(CC)c1NC(=O)COC(=O)c1ccc2c(c1)S(=O)(=O)c1ccccc1C2=O	13	-10	5	0.5	14	-7	9	-12	2	8	0
Cc1ccc(C)c(NC(=O)c2sc(Cl)nc2C)c1	-15	7	-4	-1.3	2	5	-14	-41	-1	2	8
Cc1ccsc1C(=O)N1CCCC(C)(C(=O)NS(=O)(=O)C2CC2)C1 (stereo unspecified)	-1	16	.	-1.4	7	-7	9	-10	.	-9	.
O=S(=O)(c1ccc(F)cc1)N1CCN(C(=S)NC2CC2)CC1	-5	20	1	-1.3	4	-13	-8	-26	-13	1	-3
CCOC(=O)c1c(C)[nH]c(C(=O)COC(=O)CNC(=O)c2ccccc2Cl)c1C	-90	-11	-2	1.0	-40	-4	-20	-78	-12	2	-18
O=C(CCSCCC(=O)NN=Cc1ccc(F)cc1)NN=Cc1ccc(F)cc1	-4	-2	.	-1.5	-1	-6	-13	-29	-11	-13	-2

From PubChem

Some of the compounds tested, so the mix of outcomes need not match the whole.
